TTR transcr act: activators of transthyretin transcription; SH-SY5Y TTR promoter Gaussia luciferase, luminescence; 100% = recombinant luciferase protein wells; activation, % at 16.7 µM; hit rate 1.3% among 92,000;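 active = activation above the mean of all tested compounds plus 3 SD, cut at about 9.5% in these data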;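 note: cells exposed to compounds for one day before reading; 0% = median of all test compound wells on the plate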
* hit, by the source's call. Some of the compounds tested; the hit share may differ from the screen's.

SMILES	TTR transcr act
O=C(O)COc1ccc(S(=O)(=O)c2ccc(OCC(=O)O)cc2)cc1	-0.7
O=C(/C=C/c1cccs1)N1CCC2(CC1)Oc1ccc(Cl)cc1C(=O)C21CC(c2ccc(Cl)cc2)=NO1 (configuration not stated)	2.7
O=C(C1CC(=O)N(c2ccccc2)C1)N1CCN(C2=NS(=O)(=O)c3ccccc32)CC1 (configuration not stated)	-2.4
CSc1nc(-c2ccccc2)nc(N2CCCC2)c1C(C)=O	-0.1
O=C(/C=C/c1cccc([N+](=O)[O-])c1)Nc1ccccn1	3.2
O=C(c1cccc(N2C(=O)C3C4C=CC(C4)C3C2=O)c1)N1CCCc2ccccc21 (configuration not stated)	-1.3
CCCC/C(C)=N/NC(=O)CN(c1ccc(Br)cc1)S(=O)(=O)c1ccccc1	0.2
Cc1cccc(C(=O)Oc2ccccc2/C=N/NC(=O)c2ccc(NC(=O)C(C)(C)C)cc2)c1	4.2
Cc1ccc(OCc2nc3ccccc3n2C(C(=O)NC(C)(C)C)c2ccncc2)cc1 (configuration not stated)	-0.4
C=C(C(=O)c1ccccc1)C(C(=C)C(=O)c1ccccc1)c1ccc(OC)cc1	1.7
CCOC(=O)C1=C(O)C(=O)N(c2ccc(S(N)(=O)=O)cc2)C1c1ccc(Br)cc1 (configuration not stated)	0.7
O=C(NCc1nc2ccccc2[nH]1)C1=C[C@H](C2CC2)C[C@H](OCc2ccc(CO)cc2)O1	3.8
Cc1cccn2c(=O)c3cc(C(=O)NC4CCCC4)c(=N)n(C4CCCCC4)c3nc12	0.9
CCOC(=O)CCCCCNC(=O)c1ccc(F)cc1F	-1.8
CCN=C1NN=C(c2cc(C)n(Cc3ccco3)c2C)CS1	1.4
COc1cccc(OCc2cc(C(=O)N3CCCC3c3ccccn3)no2)c1 (configuration not stated)	-1.3
COC(=O)c1ccccc1NC(=O)CSc1nnnn1-c1ccc(C)cc1C	0.0
CNC[C@H](CC1CCCCC1)NC[C@H](NCCC1CCCC1)[C@H](C)O	-0.3
CCN1C(=N)N(c2ccccc2)C(=O)C(CC)(CC)C1=O	-0.1
CCOC(=O)C1=C(C)N(C[C@@H]2CC[C@@H](Cc3ccc(-c4ccccc4)cc3)O2)C(=O)NC1c1ccc(-c2ccccc2)cc1 (some centres not stated)	-1.4
COCCn1c(=S)[nH]c2cc(C(=O)N3CCc4ccccc43)ccc2c1=O	-1.6
CCC1C(c2ccccc2)N(C)C(c2ccccc2)CC1(O)c1ccccc1 (configuration not stated)	-0.7
NNC(=O)CN1C(=O)Nc2ccc(Br)cc2C1c1ccccc1 (configuration not stated)	-0.9
Cc1ccc(-c2n[nH]c(=S)c3ccccc23)cc1	-1.6
CCCc1nc(NCCO)c(C#N)c2c1CCCC2	0.8
O=C(c1ccc(Cl)c(S(=O)(=O)N2CCCC2)c1)N1CCOCC1	0.9
Cc1cccc(NC(=O)CSc2ncnc3nc[nH]c23)c1C	-0.2
CCN1C(=O)[C@H]2[C@@H](c3ccc(Cl)cc3)N3C(=O)CN(CC4CC4)C(=O)[C@@]3(Cc3ccccc3)[C@H]2C1=O	6.4
CCOC(=O)C(=CNc1ccc2c(c1)nnn2-c1ccc(Cl)cc1)C(=O)OCC	1.8
COc1ccccc1-c1noc(CCCC(=O)N2CCOCC2)n1	-0.1
CCCc1cnc(N2CCN(S(=O)(=O)c3cccs3)CC2)nc1	-1.1
CCOC(=O)c1cnc2nc(N3CCOCC3)nn2c1N	1.8
COc1ccc2cc(N3CCCC3=O)ccc2c1	-1.7
CCOC(=O)C(Cc1ccccc1)NC(=O)CCc1c(C)nc2ncnn2c1C (configuration not stated)	-1.4
CC1(C(=O)NCCc2ccccc2)Cc2c(-c3ccc(C(N)=O)cc3)ccnc2O1 (configuration not stated)	-1.8
Nc1nonc1C(=Nc1ccc(Br)cc1)NO	3.5
COC(=O)c1ccccc1NC(=O)N1CCCC1	-0.1
CC(=O)Nn1cc2c(=O)n(C)c(=O)n(C)c2c1	1.3
O=C(NC1CCCc2ccccc21)c1ccc(CNc2c(N3CCOCC3)c(=O)c2=O)cc1 (configuration not stated)	-1.5
N#Cc1ccccc1CSc1nc(O)cc(=O)[nH]1	-1.1
C#CCOC(=O)CN1C(=O)c2cccc3cccc(c23)C1=O	-1.1
COc1ccc(Cl)cc1NC(=O)CN(C)C(=O)CSc1ccc2c(c1)OCCO2	-0.2
Cc1nc2ccc(NC(=O)c3ccc([N+](=O)[O-])cc3)cc2[nH]1	-1.7
Cc1cc(-c2ccccc2)nc(N2CCN(c3ccccn3)CC2)n1	-0.1
O=C(c1cccs1)N(c1ccc(Cl)cc1)C1C=CS(=O)(=O)C1 (configuration not stated)	-2.2
CC(C)=CCN1CCN(Cc2cccn2-c2ccccn2)CC1CCO (configuration not stated)	1.1
O=C1CCC(/C=C/c2ccccc2)=NN1Cc1ccccc1Cl	6.0
CNc1nc2ccccc2n1N	1.3
O=C(CCCCC(=O)NNC(=O)COc1ccccc1)NNC(=O)COc1ccccc1	-0.8
COc1ccc(-n2c(C)ccc2C)c([N+](=O)[O-])c1	-2.4

Other entries follow.
SMILES	TTR transcr act
O=C(COc1ncnc2ccc(Br)cc12)Nc1ccc(N2CCOCC2)cc1	1.3
Cc1ccc(CNC(=O)C2c3ccccc3C(=O)N3CCc4ccccc4C23)o1 (configuration not stated)	3.4
Cc1cc(C)c(S(=O)(=O)N2CCCC(C(=O)N3CCCC3)C2)c(C)c1 (configuration not stated)	1.6
Cn1c(N)c(C(=O)CCl)c(=O)n(Cc2ccccc2)c1=O	12.4*
C=C(C)c1cccc(C(C)(C)NC(=O)N2CCC(C)CC2)c1	-6.2
CCOC(=O)N1CCN(C(=O)c2ccc3c(c2)NC(=O)C(N2CCOCC2)S3)CC1 (configuration not stated)	1.1
CCN1CCN(Cc2ccc(NC(=O)c3cc(NC(=O)C(=O)c4c[nH]c5ccccc45)cc(OC)c3)cc2C(F)(F)F)CC1	-4.6
CC1(OC(=O)CCc2ccccc2)C(=O)C=C2C=C(c3ccc(C#N)cc3)N(CCc3c[nH]c4ccccc34)C=C2C1=O (configuration not stated)	5.5
COc1cc(OC)cc(C(=O)Nc2nc(CC(=O)NCCc3ccccc3)cs2)c1	-3.2
CSc1nnc(NC(=O)c2ccco2)s1	0.6
COc1cccc2cc(C(N)=O)oc12	0.6
O=C(/C=C/c1ccc([N+](=O)[O-])cc1)N(c1ccccn1)C1CCCCC1	4.7
COC(=O)c1ccc2c(=O)n(CC3CCCO3)c(SCC(=O)Nc3ccccc3Cl)nc2c1 (configuration not stated)	3.2
CCOC(=O)c1sc(NC(=O)CSc2nc(C)cc(-c3ccccc3)n2)c(C#N)c1C	2.4
CC1CCN(c2c(NCC3CCC(C(=O)N4CCc5ccccc5C4)CC3)c(=O)c2=O)CC1 (configuration not stated)	-0.4
CC[C@H](C)C(N)c1cn([C@@H](CC(N)=O)C(=O)N2CCNCC2)nn1 (some centres not stated)	3.6
COc1ccc(OC(C)C(=O)NC2CCCCCC2)cc1 (configuration not stated)	0.0
O=C(NNC(=S)Nc1ccc(F)cc1)c1cccc([N+](=O)[O-])c1	2.8
CCCc1cc2c(=O)c(-c3ccc4c(c3)OCCO4)c(C)oc2cc1OS(C)(=O)=O	-2.7
COCCn1c(=NC(=O)c2ccccc2[N+](=O)[O-])sc2cc(S(C)(=O)=O)ccc21	-0.1
Cn1c(=O)c([N+](=O)[O-])c(-n2ccnc2)c2ccccc21	-2.0
CC(CC(=O)NCc1ccc(Cl)cc1)c1ccccc1 (configuration not stated)	-0.9
CCOC(=O)c1cccc(-n2c(C)nc3ccccc3c2=O)c1	-1.0
CCn1c(O)c(N=NC(=O)Cn2ccc(C(F)(F)F)n2)c2ccccc21	0.1
Cc1cc(C(=O)COC(=O)c2cc(Cl)c(O)c(Cl)c2)c(C)n1C	1.4
Cc1nc(N2CCOCC2)nc2c1CCCC2	4.0
O=C(CCN1CCCCC1)Nc1cccc(Br)c1	0.0
Cc1ccc2c(c1)N(C(C)C(=O)NCc1cccs1)C(=O)CO2 (configuration not stated)	-0.8
Cc1c(C=Nc2ccc(S(=O)(=O)CCO)cc2)c(O)[nH]c(=O)c1C#N	-0.3
Cn1c(SCC(=O)N/N=C/c2ccco2)nc2ccccc21	2.3

Rewritten as a markdown table: entries from further up.
| SMILES | TTR transcr act |
| --- | --- |
| Cc1cc(C(=O)COC(=O)c2cc(Cl)c(O)c(Cl)c2)c(C)n1C | 1.4 |
| Cn1c(=O)c([N+](=O)[O-])c(-n2ccnc2)c2ccccc21 | -2.0 |
| CC(CC(=O)NCc1ccc(Cl)cc1)c1ccccc1 (configuration not stated) | -0.9 |

Other structures.
SMILES	TTR transcr act
Cc1n[nH]c(=O)nc1NC(C)c1ccccc1 (configuration not stated)	2.9
Cn1nccc1C(=O)OCC(=O)Nc1ccccc1	-0.5
CCN(CC)C(=O)C1CCN(CC2CC=CCC2)CC1 (configuration not stated)	-0.7
O=C(NC(Cc1ccccc1)C(=O)O)/C(=C\c1ccco1)NC(=O)c1ccco1 (configuration not stated)	1.4
COc1ccc(N2CCN(C(=O)c3nn(C)c4c3CS(=O)(=O)c3ccccc3-4)CC2)cc1	-1.2
CN(C(=O)c1cccc(NC(=O)Cc2ccc(NC(=O)C3CCCN(C(=O)C4CCC4)C3)cc2)c1)C1CCCC1 (configuration not stated)	-1.7
O=C(NC(=S)Nc1c(Cl)ccc2nsnc12)c1ccco1	-1.4
[2H]C(CCOS(N)(=O)=O)c1ccccc1 (configuration not stated)	2.0
CN(CC(=O)Nc1ccccc1Br)C(=O)CN1CCN(c2ccccc2Cl)CC1	-1.1
COc1cccc(C2C(C(=O)c3ccco3)=C(O)C(=O)N2CCN(C)C)c1OC (configuration not stated)	-2.7
CC(C)NC(=O)CCS(=O)(=O)c1ccc(Br)s1	0.6
CC(=O)c1cc(CN2CCC(n3nccc3NC(=O)c3ccccc3Cl)CC2)cs1	2.7
CC(/C=N/N1CCN(c2ccc(C)cc2)CC1)=C\c1ccccc1	1.4
COc1ccc(-c2cc(=O)n(CCC#N)[nH]2)cc1	0.5
Cc1cc(CNC(=O)Cc2ccc(F)cc2)c2ccccc2n1	-0.7
N#Cc1ccccc1NC(=O)CNc1ccccc1N1CCCCC1	1.2
O=C(Nc1cc(C(F)(F)F)ccc1N1CCCC1)C1CC(=O)N(Cc2ccccc2)C1 (configuration not stated)	3.6
C[C@H](CO)N1C[C@H](C)[C@@H](CN(C)S(=O)(=O)c2ccccc2)Oc2c(cccc2N(C)C)C1=O	-1.5
CCOC(=O)c1c(C)n(OCc2ccccc2)c2ccc3nonc3c12	-0.2
O=C(Nc1ccc2c(c1)C(=O)OC2)c1ccc(F)cc1F	1.2

Part of the list above in order of heavy-atom count, rising.
SMILES	TTR transcr act
O=C(Nc1ccc2c(c1)C(=O)OC2)c1ccc(F)cc1F	1.2
N#Cc1ccccc1NC(=O)CNc1ccccc1N1CCCCC1	1.2
CCOC(=O)c1c(C)n(OCc2ccccc2)c2ccc3nonc3c12	-0.2

Further records:
SMILES	TTR transcr act
CCCc1cc(=O)n2[nH]c(C(F)(F)F)nc2n1	0.2
CN(C)CCN1C(=O)c2oc3ccccc3c(=O)c2C1c1cccc(Br)c1 (configuration not stated)	-0.1
Cc1cc(C)c(S(=O)(=O)N2CCOC2CNC(=O)C(=O)NCc2ccccn2)c(C)c1 (configuration not stated)	-2.0
CCC(C)(C(=O)NC1CCCCC1)N(Cc1cccs1)C(=O)c1ccc(=O)[nH]c1 (configuration not stated)	2.1
Cc1nc(C)c(C(=O)OCC(=O)Nc2ccccc2)s1	-1.3
N#C/C(=C\c1ccco1)C(=O)Nn1cnnc1	0.0
O=C(COC(=O)c1ccccc1Br)Nc1ccc(F)cc1	-1.6
CN(C)C(=O)c1nc2ccc(Cl)cn2c1CN1CCCC(OCc2cccnc2)C1 (configuration not stated)	1.5
Cc1ccc(-c2cc(C(=O)N3CCN(c4ncccn4)CC3)c3cc(Br)ccc3n2)o1	-1.8
O=C(Cn1ccc([N+](=O)[O-])n1)NCc1cccnc1	1.3
O=C(Nc1ccc(F)cc1)N(CCCN1CCOCC1)Cc1cc2cc3c(cc2[nH]c1=O)OCCO3	-1.6
Cc1cc(C)n2cc(CSCc3ccccc3)nc2n1	1.3
O=C(OCCc1cc2ccccc2c(=O)o1)N1CCOCC1	-1.0
CCCCCCN1C[C@@H](O)[C@H](n2cc(C3CC3)nn2)C[C@@H]1c1ccc(C)cc1	-0.8
CCC(C)(C)N1CC(=O)N(Cc2ccccc2)C(c2ccc(OC)cc2)C1=O (configuration not stated)	-1.2
COc1ccccc1OCCOc1ccc(/C=C2\C(=N)N3N=C(S(C)(=O)=O)SC3=NC2=O)cc1	1.9
O=C(COC(=O)C1CCN(C(=O)c2ccc(Cl)cc2)CC1)c1ccco1	2.0
CC1CCN(C(=O)c2ccc(CNc3c(N4CCCC4)c(=O)c3=O)cc2)CC1	-1.5
Cc1c(CC(=O)O)c(=O)oc2c(C)c3occ(-c4ccc(F)cc4)c3cc12	-0.6
Cc1ccsc1C(=O)C1CCCN(Cc2cn(C)nc2-c2ccccc2)C1 (configuration not stated)	-2.2

In another format: 6 of the compounds above
| molecule | TTR transcr act |
| --- | --- |
| O=C(Nc1cc(C(F)(F)F)ccc1N1CCCC1)C1CC(=O)N(Cc2ccccc2)C1 (configuration not stated) | 3.6 |
| Cc1cc(C)c(S(=O)(=O)N2CCOC2CNC(=O)C(=O)NCc2ccccn2)c(C)c1 (configuration not stated) | -2.0 |
| Cn1c(SCC(=O)N/N=C/c2ccco2)nc2ccccc21 | 2.3 |
| COc1cccc(OCc2cc(C(=O)N3CCCC3c3ccccn3)no2)c1 (configuration not stated) | -1.3 |
| C=C(C(=O)c1ccccc1)C(C(=C)C(=O)c1ccccc1)c1ccc(OC)cc1 | 1.7 |
| Cn1nccc1C(=O)OCC(=O)Nc1ccccc1 | -0.5 |
